Giardia killer – Giardia lamblia killing; Giardia lamblia trophozoite viability; activity change, % at 7.66 µM, hits read low; hit rate 0.15% among 340,000; in the data active = activity change below about -80%; inconclusive = between about -30% and that limit;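 also: parasites exposed to compound for two days anaerobically before the ATP read; % is scaled to controls: 0 for no effect and ±100 for the full control effect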
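Luminescence from cellular ATP indicates surviving trophozoites (100 cells/well) following 48 hrs anaerobic compound treatment at 37 deg C; signal develops 15-30 min at room temperature.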
BRCA1 expr act – increases BRCA1 expression | MCF7-BRCA1-FFLuc reporter, luminescence, 48 h; response scale: scaled: vehicle 0%, 10 µM genistein 100% | Potency, µM (series often up to 46.1 µM), for inactives: top-dose activation, most hits filed as activators | hit rate 1.1% among 380,000; active = well fitted activation curve with a large enough effect; inconclusive = small, poorly fitted or top-dose-only effect; inactive = no such curve, though single readings can be large or run the other way; also: potency is read from the fitted curve at half-maximal effect; nearly all actives have a fitted effect of over 80% in size; some results filed as inactive show a strong effect at the top dose
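Cells: MCF7-BRCA1-FFLuc, 2000/well. Exposure: 48 h, 37 °C, 5% CO2. Read: luminescence, 15 min post-substrate. Controls: genistein 10 microM (maximal activation), DMSO (neutral).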
The depositor's hits bear a star; ? = inconclusive; / = not tested or not shown; [ ] = dose if it differs, or a comment. A portion of the library; rates above refer to the full screens.

SMILES	Giardia killer	BRCA1 expr act
c1ccc(C(CN2CCCCC2)c2ccccc2)cc1	2	-2%
Cc1ccc(S(=O)(=O)N2Cc3cnnn3-c3ccccc3C2C#N)cc1 (stereo not drawn)	13	18%
CN(C)P(=O)(N(C)C)N1CC1	5	-3%
c1cc2c(cc1NC1=NCCO1)CCCC2	-24	-70%
NP(=O)(Oc1ccccc1)Oc1ccccc1	7	-16%
CCC1(CCO)C(=O)NC(=S)NC1=O	0	5%
C#C[C@]1(O)CCC2C3CC=C4C[C@H](O)CC[C@]4(C)C3CC[C@@]21C (stereo partly drawn)	14	/
C[C@]12CCC3C(CC[C@@H]4[C@H]5O[C@H]5CC[C@]34C)C1CC[C@@H]2O (stereo partly drawn)	-4	-7%
COC1CC(C)C(OC)c2cc(O)cc(c2O)NC(=O)C(C)=CC=CC(C)C(OC(N)=O)C(C)=CC(C)C1OC (stereo not drawn)	-1	-82%[inhibitor]
COc1ccc(C2(c3cccc(O)c3OC)CCN(C(C)=O)CC2)cc1O	7	0%
Cc1cc2c(cc1C)NP(=S)(c1ccccc1)N2	12	/
Cc1ccc(O)c(CN2CCC3CCC(C3)C2)c1 (stereo not drawn)	23	-5%
COC(=O)C1=C(c2ccc(S(C)(=O)=O)cc2)C[C@@H]2CC[C@H]1N2C(=O)NCCS(C)=O (stereo partly drawn)	-12	-17%
N#Cc1ccc(C(=O)N2Cc3cnnn3-c3ccccc3C2C#N)cc1 (stereo not drawn)	-1	15%
CN1C(=O)C2C[C@@]3(Br)c4ccccc4N(OOSc4ccccc4)[C@H]3N2C(=O)[C@@H]1Cc1ccccc1 (stereo partly drawn)	-12	-8%

Quoted at random: 3 records from the list.
SMILES	Giardia killer	BRCA1 expr act
NP(=O)(Oc1ccccc1)Oc1ccccc1	7	-16%
Cc1ccc(S(=O)(=O)N2Cc3cnnn3-c3ccccc3C2C#N)cc1 (stereo not drawn)	13	18%
COc1ccc(C2(c3cccc(O)c3OC)CCN(C(C)=O)CC2)cc1O	7	0%

More entries
SMILES	Giardia killer	BRCA1 expr act
CC(=O)N1Cc2cnnn2-c2ccccc2C1C#N (stereo not drawn)	0	12%
COc1ccc(CN2Cc3cnnn3-c3ccccc3C2C)cc1 (stereo not drawn)	9	-43%
COc1ccc2c(c1)C(c1ccc(N(CCCl)CCCl)cc1)=NCC2	0	-61%
NP(=O)(OCC(F)(F)F)Oc1ccccc1 (stereo not drawn)	3	0%
Cc1ccc(N2CCNCC2C)cc1 (stereo not drawn)	10	3%
COc1ccc2[nH]cc(C(=O)CN(C)C)c2c1	2	5%
CCC(=O)OC1CCC2C3CCC4CC(=O)C=CC4(C)C3CCC12C (stereo not drawn)	-8	-42%
O=C(CCN1CC1)OCCOC(=O)CCN1CC1	3	-3%
CN(C(=O)Cc1ccc2c(c1)OCO2)C1CCCN(Cc2ccccc2F)C1 (stereo not drawn)	8	5%
CCC1CCC(C)N(N=O)C1 (stereo not drawn)	23	1%
COC(=O)c1c2[n+](cc3cc(OC)c(OC)cc13)CCc1cc(OC)c(OC)cc1-2	-1	-3%
CC12CCC(=O)CC1CCC1C2C(=O)CC2(C)C1CCC2(C)O (stereo not drawn)	2	-13%
COC(=O)C1=C(c2cc3ccccc3s2)C[C@@H]2CC[C@H]1N2C(=O)N1CCC(O)CC1	32[activator]	20%
CCN1C[C@@]2(COC)C3[C@@H](OC)[C@H]4[C@@H]1[C@@]3(C1C[C@H]3[C@H](OC(C)=O)C1[C@]4(OC(C)=O)C[C@H]3OC)[C@@H](OC)C[C@H]2OC(C)=O (stereo partly drawn)	-12	17%
CC1([N+](=O)[O-])COP(=O)(NC2CCCC2)OC1 (stereo not drawn)	14	27%
COC(=O)C1=C(c2cc3ccccc3s2)C[C@@H]2CC[C@H]1N2C(=O)NCCS(C)=O (stereo partly drawn)	6	5%
COC(=O)C1=C(c2cc3ccccc3o2)C[C@@H]2CC[C@H]1N2C(=O)N1CCCC1	8	-32%
Cc1cc(N(CCCl)CCCl)ccc1/C=N/N=C(\N)c1cnccn1	?	/
Cc1nc2cc([N+](=O)[O-])ccc2c(=O)n1-c1cccc(Br)c1	5	4%
O=[N+]([O-])c1ccc(C(c2ccc([N+](=O)[O-])cc2)c2ccc([N+](=O)[O-])cc2)cc1	2	-76%
c1cncc(CNCCN2CCNCC2)c1	-2	9%
CCOC(=O)C1(CCc2ccccc2)CCN(C(C)CSC)CC1 (stereo not drawn)	2	-9%
COC(=O)C1=C(c2ccc(S(C)(=O)=O)cc2)C[C@@H]2CC[C@H]1N2C(=O)N1CCC(O)CC1	-8	-6%
O=C1NC(=S)NC(=O)C1=Cc1c(Cl)cccc1Cl	-7	-19%
CCOC(=O)C1(c2ccccc2)CCN(CCc2ccc(NC(=O)CCC(=O)O)cc2)CC1	7	-8%
Cc1ccc(OP2(=O)Nc3cc(C)c(C)cc3S2)cc1 (stereo not drawn)	7	4%
COC(=O)C1=C(c2cc3ccccc3s2)C[C@@H]2CC[C@H]1N2C(=O)N1CCC(C)CC1	36[activator]	-18%
C[C@]12CCC(=O)C=C1C=CC1C2CC[C@@]2(C)C1CC[C@@H]2O (stereo partly drawn)	-5	-27%
COC1C(C)OC(OC2CC(C)(O)Cc3cc4c(c(O)c32)C(=O)c2c(O)cc3c(c2C4=O)OC2OC3(C)C(O)C(N(C)C)C2O)C(OC)C1(C)OC (stereo not drawn)	-16	-83%
c1ccc(C(c2ccccc2)c2cccnc2)cc1	8	8%

Given with two lines to a compound: entries from further up
Order of results – Giardia killer	BRCA1 expr act
> COC(=O)C1=C(c2ccc(S(C)(=O)=O)cc2)C[C@@H]2CC[C@H]1N2C(=O)N1CCC(O)CC1
→ -8	-6%
> O=C1NC(=S)NC(=O)C1=Cc1c(Cl)cccc1Cl
→ -7	-19%
> CCOC(=O)C1(c2ccccc2)CCN(CCc2ccc(NC(=O)CCC(=O)O)cc2)CC1
→ 7	-8%
> Cc1ccc(OP2(=O)Nc3cc(C)c(C)cc3S2)cc1 (stereo not drawn)
→ 7	4%
> COC(=O)C1=C(c2cc3ccccc3s2)C[C@@H]2CC[C@H]1N2C(=O)N1CCC(C)CC1
→ 36[activator]	-18%
> C[C@]12CCC(=O)C=C1C=CC1C2CC[C@@]2(C)C1CC[C@@H]2O (stereo partly drawn)
→ -5	-27%
> COC1C(C)OC(OC2CC(C)(O)Cc3cc4c(c(O)c32)C(=O)c2c(O)cc3c(c2C4=O)OC2OC3(C)C(O)C(N(C)C)C2O)C(OC)C1(C)OC (stereo not drawn)
→ -16	-83%

(cont.)
SMILES	Giardia killer	BRCA1 expr act
CC12CCC(=O)C=C1CCC1C2CCC2(C)C(O)(C(=O)CO)CCC12O (stereo not drawn)	14	-6%
CCC(C)C1NC(=O)C2CCCN2C(=O)C(CC(C)C)OC(=O)CCNC(=O)C(C)N(C)C(=O)C(C(C)C)N(C)C1=O (stereo not drawn)	-3	-85%
CC(=O)N1Cc2cnnn2-c2ccccc2C1(C)C#N (stereo not drawn)	-28	9%
CCC1([N+](=O)[O-])COP(N)(=O)OC1 (stereo not drawn)	7	21%
CN1C2CCC1CC(OC(=O)c1cccc(O)c1)C2 (stereo not drawn)	4	-6%
CCN1C[C@]2(CO)CC[C@H](OC)[C@@]34C5C[C@H]6[C@H](OC)C5[C@](O)(C[C@H]6OC)[C@@](O)(C(OC)C23)[C@@H]14 (stereo partly drawn)	3	5%
NC1(C(=O)O)CCCc2ccc(N(CCCl)CCCl)cc21 (stereo not drawn)	0	0%
Cc1ccc(NP(=O)(Oc2ccccc2)Oc2ccccc2)cc1	66[activator]	-11%
S=P1(Oc2ccccc2)Nc2ccccc2N1	16	-22%
NC(Cc1ccccc1)c1nn[nH]n1 (stereo not drawn)	-11	-14%
CC12CCC(O)CC1CCC1C2CCC2(C)C(C3=CC(=O)OC3)CCC12O (stereo not drawn)	-12	/
CCN1CCOC(c2ccccc2)C1 (stereo not drawn)	-15	2%
O=C1NC(=O)C2(CCCC2)C(=O)N1	13	-6%
COc1ccc(C=C2C(=O)NC(=S)NC2=O)cc1	1	3%
CN1C(=O)C(=Cc2ccc(Sc3ccccc3)o2)C(=O)N(C)C1=S	-7	-4%
CC(NS(C)(=O)=O)c1nnc2n1-c1ccc(Br)cc1C(c1ccccc1Cl)=NC2 (stereo not drawn)	4	-6%
C=C1[C@@H](OC(C)=O)[C@]23C[C@@H]1[C@@H](OC(C)=O)CC2[C@]12C4C[C@H]3[C@H]1N(CC)C[C@]4(C)CC[C@@H]2O (stereo partly drawn)	7	-2%
CCOC(=O)C(O)(c1ccc(N(C)C(=O)COc2ccccc2)cc1)C(F)(F)F (stereo not drawn)	-19	0%
CC1=C(C)CC2(C(=O)NC(=O)NC2=O)C(C)C1 (stereo not drawn)	3	-10%
CN(C)CC(C(=O)Cc1ccccc1)c1ccccc1 (stereo not drawn)	3	/
c1ccc(CCN2CCCCC2)nc1	-17	-1%
COc1cccc(NP2(=O)OCC(C)([N+](=O)[O-])CO2)c1 (stereo not drawn)	-6	0%
CC12Cc3cn[nH]c3C=C1CCC1C2CCC2(C)C1CCC2(C)O (stereo not drawn)	13	-75%
O=P(O)(O)CN1CCNCCN(CP(=O)(O)O)CCNCC1	9	-59%
CC(=O)C1(O)CCC2C3CCC4=C(Cl)C(=O)CCC4(C)C3CCC21C (stereo not drawn)	7	-49%
CC12CCC3C(CCC4CC(=O)OCC43C)C1CCC2O (stereo not drawn)	-5	-5%
S=P(NCCNP(=S)(N1CC1)N1CC1)(N1CC1)N1CC1	-2	-10%
O=c1[nH]cnc2nc(-c3ccc(N(CCCl)CCCl)cc3)[nH]c12	4	/
CN1Cc2ccccc2-n2nncc2C1	16	4%
COc1ccc(CN2Cc3cnnn3-c3ccccc3C2c2ccccc2)cc1 (stereo not drawn)	0	-55%
COc1ccc2c(c1)C(NC(C)=O)CCc1cc(OC)c(OC)c(OC)c1-2 (stereo not drawn)	19	/
C[N+](C)(C)CC1CCCC1=O (stereo not drawn)	-4	-6%
COC(=O)C1=C(c2cc3ccccc3s2)C[C@@H]2CC[C@H]1N2C(=O)NCCNC(C)=O	29	31%
O=C1C(=O)N(c2ccccc2)P(=O)(N(CCCl)CCCl)N1c1ccccc1	-14	?
CNC1(c2ccc(F)cc2)CCCCC1	-29	11%
COC(=O)C1=C(c2ccc(S(C)(=O)=O)cc2)C[C@@H]2CC[C@H]1N2C(=O)NCC1CC1	-22	15%
CC1CC(C)(O)CC(C(O)CC2CC(=O)NC(=O)C2)C1=O (stereo not drawn)	?	-88%
O=C(O)C1(Br)CC12c1ccccc1-c1ccccc12 (stereo not drawn)	3	4%

No new results follow: 3 of the compounds above.
SMILES	Giardia killer	BRCA1 expr act
COC(=O)C1=C(c2ccc(S(C)(=O)=O)cc2)C[C@@H]2CC[C@H]1N2C(=O)NCC1CC1	-22	15%
CC1CC(C)(O)CC(C(O)CC2CC(=O)NC(=O)C2)C1=O (stereo not drawn)	?	-88%
O=C(O)C1(Br)CC12c1ccccc1-c1ccccc12 (stereo not drawn)	3	4%

Three compounds out of the list, arranged by count of non-hydrogen atoms, high to low.
SMILES	Giardia killer	BRCA1 expr act
O=c1[nH]cnc2nc(-c3ccc(N(CCCl)CCCl)cc3)[nH]c12	4	/
Cc1ccc(O)c(CN2CCC3CCC(C3)C2)c1 (stereo not drawn)	23	-5%
c1cc2c(cc1NC1=NCCO1)CCCC2	-24	-70%
